Screens deposited in PubChem by National Center for Advancing Translational Sciences (NCATS).
ERG Ets-DNA blk: qHTS for Small Molecule Inhibitors of the ERG Ets/DNA interaction. fluorescence polarization, His-ERG Ets domain / labelled DNA. Potency, µM (titrated, usually from 76.9 µM), for inactives: at the top dose FP activity, negative = inhibition, hits mostly inhibitors. 370,000 compounds, 0.028% hits; active means well fitted inhibition curve with a large enough effect in the polarisation, with a control signal flat; inconclusive means small, poorly fitted or top-dose-only effect, or effect the other way, or a change in a side signal; inactive means no such curve, though single readings can be large or run the other way; the % refers to the polarisation;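 further: polarization taken with two DNA probes labelled with fluorescein and Texas red; potency means the concentration at half of the fitted maximal effect; % of control where 0% means no effect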
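His-tagged ERG Ets domain (1 uM in the protein solution; 300mM KCl, 50mM Tris-HCl, 1mM EDTA, 1mM DTT, pH 7.5) received compound, then a probe mix of 5 nM fluorescein-DNA and 100nM Texas-615-DNA. Fluorescence polarization was read for both dyes.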
G9a inh: qHTS Assay for Inhibitors of Histone Lysine Methyltransferase G9a; Histone-lysine N-methyltransferase EHMT2 (Homo sapiens), Q96KQ7; AID 504332, 2011; 350,000 compounds, 8.8% hits; Potency, µM (highest dose often 102 µM), without a hit: top-dose activity, negative = inhibition, actives largely listed as inhibitors; G9a H3K9 monomethylation, AlphaScreen, 2 h; further: potency means the concentration at half of the fitted maximal effect; on the % scale 0 is the no-effect control and ±100 the full control effect; nearly all actives have a fitted effect of over 75% in size
Target sequence (Q96KQ7 913-1193 limits assumed): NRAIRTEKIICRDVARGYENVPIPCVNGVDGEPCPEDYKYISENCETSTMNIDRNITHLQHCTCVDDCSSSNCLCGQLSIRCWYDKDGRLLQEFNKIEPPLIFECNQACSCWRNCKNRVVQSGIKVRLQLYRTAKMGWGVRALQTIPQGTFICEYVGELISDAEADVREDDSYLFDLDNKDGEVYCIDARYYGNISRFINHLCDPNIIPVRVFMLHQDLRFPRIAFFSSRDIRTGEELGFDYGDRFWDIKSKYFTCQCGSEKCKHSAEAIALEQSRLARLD
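Using a bead-based AlphaScreen, monomethylated H3K9 product from 2 h room-temperature reactions (G9a 20 nM, peptide 500 nM, SAM 20 uM) was detected with 0.5 ug/mL rabbit anti-H3K9me1 antibody.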
Tb PGK inh: qHTS Assay to Find Inhibitors of Phosphoglycerate Kinase | PGK/GAPDH coupled, Kinase-Glo luminescence, 60 min | Potency, µM (titrated, usually from 57.5 µM), inactives show at the top dose activity change, negative = inhibition, most hits filed as inhibitors | 380,000 compounds, 0.043% hits | AID 602233, 2012; further: potency means the concentration at half of the fitted maximal effect; on the % scale 0 is the no-effect control and ±100 the full control effect; nearly all actives have a fitted effect of over 60% in size
Target sequence (P07378 whole entry, looked up): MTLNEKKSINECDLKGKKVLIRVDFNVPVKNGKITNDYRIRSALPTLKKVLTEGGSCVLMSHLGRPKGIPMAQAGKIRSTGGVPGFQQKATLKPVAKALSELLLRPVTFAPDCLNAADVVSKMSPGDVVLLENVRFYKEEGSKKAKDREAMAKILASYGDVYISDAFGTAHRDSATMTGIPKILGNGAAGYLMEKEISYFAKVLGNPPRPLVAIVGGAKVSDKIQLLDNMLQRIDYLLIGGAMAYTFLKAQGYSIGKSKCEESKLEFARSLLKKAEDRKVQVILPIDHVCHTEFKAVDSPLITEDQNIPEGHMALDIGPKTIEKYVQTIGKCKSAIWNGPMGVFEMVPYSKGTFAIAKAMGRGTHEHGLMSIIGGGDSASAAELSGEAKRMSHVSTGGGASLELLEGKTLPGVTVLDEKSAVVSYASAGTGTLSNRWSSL
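Recombinant glycosomal PGK reaction used 1,3-bisphosphoglycerate generated in-well by GAPDH (100nM final) in 100mM TEA pH 7.6, 5mM MgCl2, 0.01% Tween-20. After 60 minutes at room temperature, ATP was read by Kinase-Glo Plus luminescence end-point.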
GLS inh: qHTS for Inhibitors of Glutaminase (GLS); 410,000 compounds, 0.21% hits; AID 624170, 2012; Potency, µM (titrated, usually from 45.5 µM), inactives show top-dose activity change, negative = inhibition, actives largely listed as inhibitors; GLS enzymatic activity, qHTS titration; Glutaminase kidney isoform, mitochondrial (Homo sapiens), O94925; further: potency means the concentration at half of the fitted maximal effect; on the % scale 0 is the no-effect control and ±100 the full control effect
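Assay buffer: 45 mM KH2PO4 pH 8.2, 0.02% Tween-20. hKGA acts on L-glutamine (1 mM solution added); product glutamate is reported by an oxidase/peroxidase Amplex Red coupling, with fluorescence taken at baseline and 30 min.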
Pin1 inh: qHTS Assay to Find Inhibitors of Pin1 | Pin1 FP peptide displacement, HiFluor488, 10 min | Peptidyl-prolyl cis-trans isomerase NIMA-interacting 1 (Homo sapiens), Q13526 | 390,000 compounds, 0.009% hits | AID 504891, 2011 | Potency, µM (series often up to 115 µM), without a hit: at the highest dose activity, negative = inhibition, usual class: inhibitors; active means well fitted inhibition curve with a large enough effect in the polarisation, with a control signal flat, not every such curve was filed as active; inconclusive means small, poorly fitted or top-dose-only effect, or effect the other way, or a change in a side signal; inactive means no such curve, though single readings can be large or run the other way; the % refers to the polarisation; further: potency means the concentration at half of the fitted maximal effect; on the % scale 0 is the no-effect control and ±100 the full control effect
Target sequence (Q13526 whole entry, looked up): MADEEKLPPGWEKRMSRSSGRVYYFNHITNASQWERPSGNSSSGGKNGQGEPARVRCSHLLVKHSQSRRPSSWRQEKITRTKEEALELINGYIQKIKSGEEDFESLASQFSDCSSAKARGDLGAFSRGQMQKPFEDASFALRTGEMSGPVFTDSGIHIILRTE
BAZ2B inh: qHTS Assay for Inhibitors of BAZ2B; AlphaScreen BAZ2B-H3K14Ac peptide displacement; Potency, µM (series often up to 114 µM), for the others: at the top dose activity change, negative = inhibition, usual class: inhibitors; 360,000 compounds, 4.4% hits; further: potency means the concentration at half of the fitted maximal effect; on the % scale 0 is the no-effect control and ±100 the full control effect; nearly all actives have a fitted effect of over 60% in size
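Complex of BAZ2B and biotin-H3K14Ac (50 nM apiece) forms over 30 min at RT, then faces library compounds up to 110 uM for another 30 min; AlphaScreen beads added, 20 min dark incubation, luminescence read.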
HP1b binding inh: HTS for Inhibitors of HP1-beta Chromodomain Interactions with Methylated Histone Tails; Chromobox protein homolog 1 (Homo sapiens), P83916; AlphaScreen HP1-beta / biotin-H3K9me3 peptide binding; Potency, µM (doses to about 114 µM), without a hit: at the highest dose activity change, negative = inhibition, hits mostly inhibitors; 390,000 compounds, 0.56% hits; AID 540317, 2011; further: potency means the concentration at half of the fitted maximal effect; nearly all actives have a fitted effect of over 70% in size; inactives centre near 23
Target sequence (P83916 whole entry, looked up): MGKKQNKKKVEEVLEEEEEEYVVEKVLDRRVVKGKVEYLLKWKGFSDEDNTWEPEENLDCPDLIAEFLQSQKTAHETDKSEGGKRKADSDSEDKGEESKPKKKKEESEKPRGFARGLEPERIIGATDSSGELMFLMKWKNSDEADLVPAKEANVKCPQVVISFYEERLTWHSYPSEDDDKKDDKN
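HP1-beta protein (50 nM final) preincubated 30 min at room temperature with biotinylated H3(1-18)K9me3 peptide (50 nM) in PBS pH 7.4, 0.01% Tween-20, then compound added for 30 min. AlphaScreen streptavidin donor/nickel chelate acceptor beads (10 ug/mL final), 30 min dark, luminescence read.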
PI4K2A inh: qHTS for small molecular inhibitors of PI4K2A | Phosphatidylinositol 4-kinase type 2-alpha (Homo sapiens), Q9BTU6 | purified PI4K2A, ADP-Glo luminescence, 1 h; active compounds read low | activity change, negative = inhibition, % at 76.9 µM | 420,000 compounds, 0.13% hits | AID 1346378, 2018; in the data active means activity change below about -50%; inconclusive means mostly about -30% to -49%;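 further: -100% = wells without enzyme as full effect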
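PI4K2A activity was measured by ADP-Glo luminescence: enzyme (4 ug/mL stock) and phosphatidylinositol (1.2 mM stock) in Tris pH 7.5/MgCl2/EGTA/Triton X-100 buffer were reacted with ATP (300 microM stock) for one hour at ambient temperature.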
JMJD2A Tudor: qHTS Assay for Inhibitors of JMJD2A-Tudor Domain; Lysine-specific demethylase 4A (Homo sapiens), O75164; 390,000 compounds, 4.4% hits; AlphaScreen JMJD2A-Tudor / H3K4me3 peptide binding; AID 504339, 2011; Potency, µM (series often up to 114 µM), for inactives: at the highest dose activity change, negative = inhibition, hits mostly inhibitors; further: potency means the concentration at half of the fitted maximal effect; on the % scale 0 is the no-effect control and ±100 the full control effect; nearly all actives have a fitted effect of over 50% in size
Starred values were filed as active, the others as inactive; i = inactive; ? = inconclusive; . = not tested or not shown; [ ] = another dose, or the depositor's remark. Unless noted, the call rests on the fitted dose curve; in most records, active means well fitted curve in the direction sought with a large enough effect; inconclusive means small, poorly fitted or top-dose-only effect, or another doubt; inactive means no such curve, though single readings can be large; an effect the other way counts as inactive or inconclusive. Compounds as they come. Share with any hit: about 11%.

canonical_smiles | ERG Ets-DNA blk | G9a inh | Tb PGK inh | GLS inh | Pin1 inh | BAZ2B inh | HP1b binding inh | PI4K2A inh | JMJD2A Tudor
CC1(C)Oc2ccc3ccc(=O)oc3c2[C@@H](O)[C@H]1O | 3.8% | -3.7%[0.501 µM] | -2.9% | 11.6% | -5.0% | 8.0% | 30.3% | -2.2 | -2.8%
CCc1nc2ccccc2c(C(=O)OCC(=O)N(CC(C)C)c2c(N)n(Cc3ccccc3)c(=O)[nH]c2=O)c1C | 0.0% | -30.0% | -7.4% | 0.3% | 27.4% | 1.4% | 2.6% | -1.0 | -18.5%
Cc1cc(-n2c(C)cc(C(=O)CN3C(=O)NC4(CCCCCC4)C3=O)c2C)no1 | . | 18.1%[2.33 µM] | 2.6% | 1.1% | 3.8% | ? | 7.4% | 0.3 | -21.0%
Cc1ccc(NC(=O)C(=O)NCC2CCCO2)cc1C (stereo not drawn) | 19.6% | . | i | -2.8% | -4.5% | -4.1% | 80.3%[activator] | -1.8 | -7.4%[11.4 µM]
CC(C)Oc1ccc(CNC(=O)c2ccc(CN3CC(=O)N4CCCCC4C3=O)cc2)cc1 (stereo not drawn) | 17.8% | 1.8%[59 µM] | i | 8.8% | 0.4% | 0.0% | 49.7%[activator] | -0.5 | -21.1%
CC(C)C(=O)NCC(c1ccc2c(c1)OCO2)N1CCOCC1 (stereo not drawn) | 3.3% | 6.1% | 8.4% | -10.6% | 7.5% | -20.7% | 20.3%[57 µM] | -2.8 | -4.3%
CCOC(=O)C1CCCN(S(=O)(=O)c2ccc(Br)s2)C1 (stereo not drawn) | . | -39.7%[2.33 µM] | . | -0.9% | -7.7% | 55.5%[activator] | 44.0%[activator] | -3.1 | 24.5%
Cc1onc(-c2c(Cl)cccc2Cl)c1NC(=O)NC1CCSC1 (stereo not drawn) | -3.0% | 2.1% | -2.3% | -3.1% | -2.0% | -12.9% | 6.2% | 0.3 | -8.1%
COc1cc(NC(=O)C2CCC(CNc3c(N4CCCCC4)c(=O)c3=O)CC2)cc(OC)c1 (stereo not drawn) | 13.0% | -13.3%[59 µM] | 9.2% | 33.3%[activator] | ? | 5.9% | 34.5% | 2.3 | -15.2%
O=C1C2CC=CCC2C(=O)N1n1cnnc1 (stereo not drawn) | 2.4% | -37.7% | -9.3% | 3.6% | -3.7% | -11.3% | 17.7% | -5.4 | -12.6%
Cc1cc(C(=O)COC(=O)c2ccc(O)cc2O)c(C)n1-c1ccc(OC(F)F)cc1 | 3.7% | ? | 17.2% | 11.5% | 1.1% | 3.7% | 8.0% | -0.3 | -21.2%
CCNc1nc(NCC)nc(OCCOC(=O)COc2ccc(Cl)cc2Cl)n1 | -0.1% | ? | i | -2.2% | 8.6% | 12.9% | 43.9%[activator] | 1.7 | -1.9%
COc1ccc(C2=NC3(CCCCC3)N(CC(=O)Nc3ccc(C(C)C)cc3)C2=O)cc1 | 8.6% | 1.0%[59 µM] | . | -1.9% | -2.1% | -0.1% | 46.8% | -3.8 | -11.7%
COc1ccc(CN=C(Nc2ccccc2)SC2CC(=O)N(C)C2=O)cc1 (stereo not drawn) | 1.1% | 1.1% | 7.8% | -7.3% | 1.0% | -17.2% | 29.2% | -4.1 | -2.1%
Cc1ccccc1CNC(=O)C(=O)NCC(c1cccs1)S(=O)(=O)c1ccc(Cl)cc1 (stereo not drawn) | 2.6% | 3.6%[59 µM] | -6.1% | -0.1% | 28.5% | -2.4% | 35.0% | 3.0 | 4.5%
Brc1ccccc1OCCCCN1CCCCC1 | 14.3% | 25.1% | -0.7% | -15.7% | 10.0% | 4.5% | 20.9% | -0.3 | -10.0%
O=C1ON=C(c2ccc(Cl)cc2)/C1=C/c1ccc(O)cc1 | 21.0% | 50.1µM* | 3.0% | ? | -0.6% | ? | 7.0% | -10.1 | -6.2%
Cc1ccccc1N1CC(C(=O)N2CCCCCC2)CC1=O (stereo not drawn) | 10.9% | -13.7%[59 µM] | i | -6.8% | -11.3% | -2.8% | 20.4% | -1.2 | 8.5%
Nc1cc(=O)[nH]c(SCC(=O)Nc2cc(Cl)cc(Cl)c2)n1 | -0.9% | 8.3% | -6.0% | -0.5% | 2.4% | 1.8% | 21.5% | 1.6 | -16.7%
COc1ccc(S(=O)(=O)NCCOc2ccccc2)cc1OC | 0.0% | 9.4%[12.7 µM] | i | 5.0% | -3.4% | 2.7% | 28.1% | 5.2 | -2.5%
CCC/C=N/NC(=O)c1[nH]c2c([N+](=O)[O-])cccc2c1C | -7.0% | -1.1% | i | 7.4% | -2.5% | 3.4% | 23.6% | 3.1 | -30.1%
CCc1noc(C)c1C(=O)Nc1nc(-c2cc(C)ccc2C)c(C)s1 | 4.1% | . | -3.1% | -2.5% | -11.3% | -12.1% | 29.6% | 1.4 | -29.6%
CC(C)CCNC(=O)NC(=O)COC(=O)C1CCN(S(=O)(=O)c2ccccc2F)CC1 | -15.6% | 27.8%[59 µM] | -3.1% | 4.9% | -4.1% | -0.7% | 10.3% | 1.9 | -13.6%
COC(=O)c1ccccc1NC(=O)NC1CC1 | 3.9% | -11.8% | . | -6.7% | 7.7% | -23.3% | 20.2% | -0.7 | -11.8%
Cc1ccccc1C(=O)NC1CCN(Cc2nnnn2C(C)(C)C)CC1 | -6.7% | 5.5% | i | 0.3% | 5.3% | -18.2% | 23.0% | -3.7 | -1.7%
CC(NC(=O)COc1cc(=O)n(C)c2ccccc12)c1ccc2c(c1)OCCO2 (stereo not drawn) | 4.2% | -7.1%[59 µM] | -2.4% | . | 0.4% | -5.1% | 44.2%[activator] | -2.1 | 9.5%
OC(CSc1ccc(F)cc1)CN1CCN(c2ccccc2)CC1 (stereo not drawn) | 6.7% | ? | 3.8% | 0.0% | -4.2% | -18.3% | 9.6% | 7.5 | -30.1%
Cc1cn(CC(=O)N(C)Cc2ccco2)c(=O)[nH]c1=O | -0.6% | . | 2.0% | 0.3% | -13.5% | . | 29.8% | -1.4 | -15.1%
CCOC(=O)N/N=C(\C)c1ccc(OC(F)F)cc1OC(F)F | 1.6% | 9.4% | -1.9% | -1.7% | -5.7% | -4.5% | 32.5% | 4.1 | -15.1%
O=c1c2cc(Br)ccc2nc(-c2cccc(C(F)(F)F)c2)n1O | -1.0% | 30.7% | -7.8% | -0.4% | 2.1% | 0.2%[57.1 µM] | 39.2% | 8.7 | -10.1%
COc1ccc2c(c1OC)C(=O)N1N=C(c3ccc(O)cc3)CC21 (stereo not drawn) | 2.0% | 16.2%[59 µM] | 3.8% | 13.3% | 4.1% | 6.2% | 8.7% | 2.8 | -9.8%
COc1ccc(-c2nc(NC(=O)c3ccc(OCC(=O)Nc4ccc(F)cc4)c(OC)c3)sc2C)cc1 | 3.8% | 0.7%[59 µM] | -7.0% | -1.2% | 3.6% | 3.4% | 18.4% | 0.7 | -13.5%
O=[N+]([O-])c1ccccc1S(=O)(=O)NC1CC2CCC1C2 (stereo not drawn) | -13.2% | 3.0% | -7.0% | -3.7% | -8.8% | 7.6% | 24.3% | -2.4 | -19.9%
O=C(NC(=S)Nc1ccc(N2CCCC2)cc1)c1ccccc1[N+](=O)[O-] | -1.0% | -2.3%[59 µM] | -1.9% | 17.7% | -3.1% | -7.9% | 35.7% | -3.4 | -19.5%[57.1 µM]
Cc1cccc(N2CCN(C(=O)c3ccc4nc[nH]c4c3)CC2)c1C | -1.5% | ? | 3.0% | -11.5% | 0.0% | -34.6% | 39.6%[activator] | -3.3 | -1.7%
CN(Cc1ccccc1)C(=O)c1[nH]cnc1C(=O)Nc1ccccc1 | 2.3% | 7.0%[0.501 µM] | i | 2.2% | -2.0% | -2.4% | 26.4% | 0.1 | -24.6%
CC(=O)c1cccc(OCc2cc(C(=O)N3CC4C[C@@H]5CC3C[C@H](C4)C5)no2)c1 | 0.4% | -31.4% | -7.5% | -8.7% | 0.1% | -29.8% | 34.5% | 0.1 | -1.0%
O=C1c2ccccc2C(O)(c2ccccc2)N1c1ccc([N+](=O)[O-])cc1Cl (stereo not drawn) | -2.1% | . | 3.5% | -21.1% | -11.4% | . | 14.1% | -9.3 | -24.0%
O=C(Nc1ncn[nH]1)c1ccccc1Br | -19.9% | -5.4%[59 µM] | i | -1.6% | -19.5% | -0.6% | 40.1% | 6.0 | -2.7%
COc1ccc(-c2nc3scc(CCNS(=O)(=O)c4ccc(NC(C)=O)cc4)n3n2)cc1 | 1.0% | -2.9%[59 µM] | -2.8% | 4.7% | 1.4% | -2.1% | 32.8% | 0.7 | 10.1%
